# PhoP GFP inhibition = PhoP regulon inhibitors, Salmonella typhi PhoP promoter GFP reporter, confirmatory (AID 1850); Salmonella Typhi PhoP-promoter GFP reporter, fluorescence, 4 h; higher % means a stronger effect; inhibition, % at 50 µM, or IC50 in µM where a hit was titrated; actives 0.33% (n = 310,000); in the data active means a potency from the dose series; inconclusive means inhibition mostly from about 25% at the one dose, without a potency; inactive means the rest, 99 in 100 with inhibition below about 19%;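 further: 0% = induced wells with vehicle and 100% = uninduced wells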
# influenza NS1A = H1N1 influenza NS1A inhibitors, functional cell based assay (AID 504329); NS1A functional cell-based assay, percent inhibition; higher % means a stronger effect; inhibition, % at 12.5 µM; hits with a dose series show IC50 in µM; actives 0.3% (n = 340,000); in the data active means a potency from the dose series; inconclusive means inhibition above about 27% without an active follow-up result; further: strong numbers were not always called active
# inhibitors of VEEV = inhibitors of VEEV TC-83 cytopathic effect, confirmation, Vero cells (AID 588727); actives 0.13% (n = 350,000); Vero cells, VEEV TC-83 cytopathic effect inhibition; higher % means a stronger effect; inhibition, % at 20 µM; hits with a dose series show IC50 in µM; in the data active means a potency from the dose series; inconclusive means inhibition mostly from about 14% at the one dose, without a potency; inactive means the rest, 99 in 100 with inhibition below about 12%; further: strong numbers were not always called active
# M. tuberculosis HTS = M. tuberculosis growth inhibition, HTS (AID 449762); M. tuberculosis H37Rv growth inhibition, 7H9 media; higher % means a stronger effect; actives 0.59% (n = 330,000); inhibition, % at 25 µM, or IC50 in µM where a hit was titrated; in the data active means a potency from the dose series; inconclusive means inhibition above about 70% without an active follow-up result;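 further: bacterial growth assessed after seven days of incubation; strong numbers were not always called active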
# tuberculosis growth = growth inhibition of non-replicating M. tuberculosis (AID 488890). one-dose inhibition, % at 25 µM; IC50 in µM for titrated hits. actives 0.39% (n = 320,000). Mycobacterium tuberculosis non-replicating, growth inhibition; higher % means a stronger effect; in the data active means a potency from the dose series; inconclusive means inhibition mostly from about 82% at the one dose, without a potency; inactive means the rest, 99 in 100 with inhibition below about 76%;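 further: plate controls were DMSO cells for no effect and high antibiotic wells for full effect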
# inhibitors of VEEV 10K pilot screen = also measured in inhibitors of VEEV; calls as there; inhibition, %; measured here: 10K pilot screen inhibition
# Starred values were filed as active, the others as inactive; i = inactive; ? = inconclusive; . = no result given.
SMILES,PhoP GFP inhibition,influenza NS1A,inhibitors of VEEV,M. tuberculosis HTS,tuberculosis growth,others
NC(=O)C1CCCc2c1n(Cc1ccccc1)c1ccccc21 (stereo not drawn),10%,1%,i,5%,-8%,
COc1ccc2c(c1)c(C(=O)N1CCN(C)CC1)c(C)n2-c1ccccc1,3%,2%,4.6%,-6%,-3%,
CSCC(C)N1CCC(N2CCC(C(=O)NCc3ccccn3)CC2)CC1 (stereo not drawn),-6%,-9%,1.8%,6%,-7%,
c1ccc2c(c1)OCC(C1=NCCN1)O2 (stereo not drawn),8%,2%,3.0%,9%,-3%,
COc1ccc(-c2nc(NC(C)=O)sc2-c2ccccc2)cc1,6%,-4%,4.4%,-3%,28%,
Clc1ccccc1-c1ccc2ncnc(NCc3cccnc3)c2c1,.,-11%,10.0%,5%,21%,
COCc1cc(/C=N\NC(=O)COc2ccc(Cl)cc2)ccc1OC,1%,2%,1.3%,-3%,-1%,
O=C1C[C@@H](c2ccccc2)Oc2cc(O)cc(O)c21,-2%,0%,0.6%,1%,6%,inhibitors of VEEV 10K pilot screen=1.3
S=C(NCc1ccccc1)NC1CCCCC1,10%,-3%,1.0%,-1%,2%,
O=C(CN1C(=O)CSc2ncccc21)Nc1ccccc1F,-1%,0%,i,3%,-3%,
CS(=O)(=O)c1ccc2nc(NC(=O)Nc3ccccc3F)sc2c1,-3%,-4%,0.3%,5%,1%,
COc1cc(CC(=O)Nc2ccc(Cl)c(C(F)(F)F)c2)cc(OC)c1OC,-4%,-5%,0.5%,0%,19%,
CCOc1ccc(CN(C)CC(=O)Nc2cccc3ccccc23)cc1OC,0%,6%,i,-4%,7%,
O=C(O)c1cc(-c2ccc(N3CCOCC3)cc2)nn1-c1ccccc1Cl,8%,3%,0.6%,3%,-9%,
O=C(O)c1cc(N2CCCC2)ccn1,.,5%,i,.,.,
O=C(NCc1ccncc1)c1ccc(Cl)c(S(=O)(=O)N2CCCCC2)c1,-11%,2%,i,0%,6%,
CC(Cn1cncn1)C(=O)N1CCN(S(=O)(=O)c2ccc(Cl)cc2)CC1 (stereo not drawn),10%,-8%,1.7%,-10%,-11%,
COC(=O)c1c(NC(=O)C2CC2)sc2c1CCN(C(C)=O)C2,8%,0%,9.8%,-4%,.,
O=Cc1ccccc1Oc1ccccc1,3%,0%,i,-6%,-13%,
C/C(CC(=O)Nc1ccc(OCc2ccccc2)cc1)=N\NC(=O)C(=O)Nc1cccc(C)c1,-5%,1%,1.6%,28%,56%,

# Quoted at random: 4 records from the list, in no set order.
SMILES,PhoP GFP inhibition,influenza NS1A,inhibitors of VEEV,M. tuberculosis HTS,tuberculosis growth,others
CC(Cn1cncn1)C(=O)N1CCN(S(=O)(=O)c2ccc(Cl)cc2)CC1 (stereo not drawn),10%,-8%,1.7%,-10%,-11%,
O=C(O)c1cc(N2CCCC2)ccn1,.,5%,i,.,.,
COC(=O)c1c(NC(=O)C2CC2)sc2c1CCN(C(C)=O)C2,8%,0%,9.8%,-4%,.,
CCOc1ccc(CN(C)CC(=O)Nc2cccc3ccccc23)cc1OC,0%,6%,i,-4%,7%,

# Additional records.
SMILES,PhoP GFP inhibition,influenza NS1A,inhibitors of VEEV,M. tuberculosis HTS,tuberculosis growth,others
Cc1cccc(C)c1NC(=O)CNC(=O)c1ccc(N2CCCC2)c([N+](=O)[O-])c1,.,1%,i,5%,-10%,
Cc1nnc(SCC(=O)NNC(=O)COc2ccc(Br)cc2)n1C,.,-6%,1.9%,-10%,-32%,
COCCNC(=O)C(c1ccc(O)cc1)N(C(=O)CCC(=O)Nc1nccs1)c1ccc(C)cc1 (stereo not drawn),6%,-9%,0.7%,-2%,15%,
C=CCNC(=O)c1onc(CSc2ccccc2F)c1C(=O)O,5%,6%,i,4%,7%,
Cc1ccn2c(NC3CCCCC3)c(-c3cccc(-c4cccc(Cl)c4)c3)nc2c1,-16%,15%,i,14µM*,60%,
Cc1ccc(CNC(=O)CNC(=O)c2ccco2)cc1,0%,2%,0.6%,10%,-15%,
COc1ccc(N(C(=O)Cn2nnc3ccccc32)C(C(=O)NCc2ccco2)c2ccncc2)cc1 (stereo not drawn),14%,0%,1.1%,0%,6%,
Cc1ccc(S(=O)(=O)Nc2ccccc2CNc2ccccn2)cc1,-2%,0%,1.5%,0%,3%,
CCN(CC)S(=O)(=O)c1ccc(N2CCOCC2)c(NC(=O)c2ccc(=O)n(C)n2)c1,.,3%,2.6%,2%,-2%,
CC1CCN(Cc2nc3c(c(=O)n(C)c(=O)n3C)n2CCc2ccccc2)CC1,1%,-24%,i,3%,12%,
O=c1c(Cc2ccc(F)cc2)c(O)ccn1Cc1ccc(Cl)cc1Cl,0%,4%,i,-4%,-5%,
COc1ccc(S(=O)(=O)N(C)C)cc1NC(=O)CN1C(=O)NC2(CCCC2)C1=O,-10%,0%,0.8%,-2%,-6%,
COCCOC1CCN(C(=O)C2CCC(=O)N(CCc3ccc(OC)cc3)C2)CC1 (stereo not drawn),-12%,-1%,0.6%,0%,-8%,
COc1cccc(NC(=O)C(NC2CCCC2)c2ccccc2)c1 (stereo not drawn),-9%,-9%,1.6%,-8%,1%,
O=C(Nc1nnc(-c2ccncc2)o1)c1ccccc1,8%,-8%,0.6%,43%,?,
CCC(=O)c1ccc(OCC(O)Cn2nc(C)c(C(C)=O)c2C)cc1 (stereo not drawn),0%,-11%,i,-2%,4%,
Cc1ccc(CONC(=O)c2ccccc2)cc1,8%,-3%,0.2%,12%,4%,
Cc1noc(C(=O)Nc2ccc3c(c2)OCO3)c1Cl,15%,25%,1.6%,0%,.,
CN(C)C(=S)Nc1ccc2c(c1)OCCO2,6%,1%,0.1%,-2%,-13%,
COc1ccc(N2C(=NC(=O)CC3CCCCC3)SC3CS(=O)(=O)CC32)cc1 (stereo not drawn),-25%,2%,8.3%,1%,7%,
CCCCc1nc2cc(C(=O)N(C)C3CCOCC3)ccc2o1,-9%,-7%,1.4%,6%,-2%,
COc1ccc(-c2noc(CSc3nc(N)c(-c4ccccc4)c(=O)[nH]3)n2)cc1OC,-9%,-6%,0.2%,52%,16%,
CC1(C)NC(=O)N(CC(O)CN2CCCCC2)C1=O (stereo not drawn),-12%,-6%,i,-8%,7%,
CC(=O)N1CCN(c2ccccc2NC(=O)c2cccc3c(Cl)cccc23)CC1,7%,3%,1.0%,-1%,11%,
O=C1[C@H]2[C@H](C=CC[C@H]2C(=O)N2CCN(c3ccccc3)CC2)CCN1Cc1ccc(Cl)c(Cl)c1,5%,-11%,2.5%,63%,50%,
O=C(CSc1nc(-c2ccco2)cc(C(F)(F)F)n1)NCCCn1ccnc1,-6%,-21%,0.5%,8%,.,
CC[C@]12C=CCN3CCC4(c5cc(Br)c(OC)cc5N(C)C4[C@@](O)(C(=O)OC)[C@@H]1OC(C)=O)C32 (stereo partly drawn),8%,-7%,1.1%,0%,-4%,
CN(C)C(=O)c1cc(-c2ccccc2)no1,13%,-6%,1.3%,-1%,39%,
CCS(=O)(=O)Nc1cccc(C(=C2CCCCC2)c2cnc[nH]2)c1,1%,-7%,0.9%,2%,35%,
Cc1cccc(OCC(=O)Nc2ccc(S(=O)(=O)Nc3cc(C)nc(C)n3)cc2)c1,9%,-4%,0.1%,0%,27%,

# Among those listed so far, these have a COOH group:
SMILES,PhoP GFP inhibition,influenza NS1A,inhibitors of VEEV,M. tuberculosis HTS,tuberculosis growth,others
O=C(O)c1cc(-c2ccc(N3CCOCC3)cc2)nn1-c1ccccc1Cl,8%,3%,0.6%,3%,-9%,
O=C(O)c1cc(N2CCCC2)ccn1,.,5%,i,.,.,
C=CCNC(=O)c1onc(CSc2ccccc2F)c1C(=O)O,5%,6%,i,4%,7%,

# The list continues:
SMILES,PhoP GFP inhibition,influenza NS1A,inhibitors of VEEV,M. tuberculosis HTS,tuberculosis growth,others
CCOC(=O)c1nn(-c2ccc(F)cc2)c(=O)cc1OCC(=O)N1CCN(c2ccccc2)CC1,7%,-3%,2.0%,5%,-6%,
Cc1cccc(NC(=O)c2cccc(OC(=S)N3CCOCC3)c2)c1,-4%,-1%,2.1%,3%,-1%,
COc1ccc(C2N3CC4(C)CN2CC(C)(C3)C4=O)cc1OC (stereo not drawn),-20%,-2%,i,-11%,1%,
COc1cc(NC(=O)c2ccc3c(SCC(=O)O)c4c(nc3c2)CCCC4)cc(OC)c1OC,11%,1%,0.7%,0%,-16%,
Cc1ccc(-n2nnnc2SCC(=O)c2c(N)n(C3CC3)c(=O)[nH]c2=O)c(C)c1,.,-12%,5.8%,-6%,1%,
Cc1ccc(C(=O)OCc2c(C)noc2C)cc1NC(=O)c1ccco1,-3%,8%,1.1%,-7%,-4%,
CC1CCN(C(=O)c2ccccc2NC(=O)c2cccc(S(=O)(=O)N(C)C)c2)CC1,-1%,-4%,2.6%,-4%,2%,
CCOc1ccc(C(=O)NCC(=O)NC(C)CCc2ccccc2)cc1OCC (stereo not drawn),-2%,-3%,2.1%,-5%,17%,
COc1ccc(NC(=O)Cc2ccc(Cl)cc2)cc1S(=O)(=O)N1CCCCC1,.,-4%,0.7%,-1%,40%,
COc1ccc(COC(=O)c2ccc(S(=O)(=O)N3CCCCC3)cc2)cc1OC,.,-7%,1.5%,-8%,5%,
COc1ccc(C(CNC(=O)CCNS(=O)(=O)c2ccccc2C(F)(F)F)N2CCOCC2)cc1 (stereo not drawn),.,-1%,5.1%,.,.,
COc1cccc(N2CCN(C(=S)NCc3ccco3)CC2)c1,24%,-26%,i,9%,12%,
Cc1ccc(CNC(=O)CN(C)S(=O)(=O)c2cccs2)cc1,2%,6%,0.5%,3%,7%,
CCN(CC)S(=O)(=O)c1cc(NC(=O)COC(=O)c2sc3ccccc3c2Cl)ccc1C,0%,16%,i,12%,58%,
Cc1onc(-c2ccccc2Cl)c1C(=O)O/N=C(\N)c1ccc([N+](=O)[O-])o1,8%,-11%,1.4%,?,4.6µM*,
Cc1sc2ncnc(N3CCCC(C)C3)c2c1C (stereo not drawn),0%,5%,i,58%,11%,
Cc1[nH]c(=O)n(C(C)C)c(=O)c1Br,.,-11%,4.4%,.,.,
CC[C@@H]1C(c2ccccc2)=NN(c2ccc(Br)cc2)[C@H]1C(=O)N1CCOC1=O,.,-11%,2.3%,.,.,
CCN(Cc1ccccc1)C(=O)COC(=O)Cc1c[nH]c2ccccc12,.,-10%,1.0%,.,.,
COc1ccc(Br)cc1CN1CCN(C(=O)c2ccc(OC)c(OC)c2)CC1,-7%,-4%,1.0%,4%,-4%,
Cc1cccc(OCC(=O)Nc2ccc3c(c2)nc(CCN2CCCCC2)n3C)c1,21%,8%,1.7%,-9%,67%,
COC(=O)c1cccc(NC(=O)c2nn(C)c(=O)c3ccccc23)c1,6%,-3%,8.4%,-3%,-5%,
OC1CN=C2Sc3ccccc3N2C1 (stereo not drawn),-7%,10%,0.1%,2%,-5%,
CCc1ccc(NC(=O)c2cccnc2)cc1,-7%,-10%,1.2%,23%,3%,
O=C(Cn1cnc2sc3c(c2c1=O)CCCC3)NCC(=O)Nc1ccccc1F,4%,0%,1.6%,7%,-20%,
Cc1ccccc1-c1n[nH]c(=S)n1Cc1ccccc1,-6%,3%,0.1%,8%,-10%,
COc1ccc(C(CNC(=O)c2cccc(S(=O)(=O)Nc3ccccc3Cl)c2)N2CCOCC2)cc1 (stereo not drawn),-9%,1%,10%,31%,16%,
Cc1cccc(-c2ccc3ncnc(NCc4cccs4)c3c2)c1,.,-11%,2.7%,?,80%,
CC(=O)c1sc(-c2ccccn2)nc1C,3%,.,.,2%,-3%,
CCOc1ccccc1NC(=O)Nn1cnnc1,0%,-6%,3.6%,-2%,-10%,
COc1ccc(C(=O)N/C(=C\c2cccc3ccccc23)C(=O)N2CCN(C)CC2)cc1OC,-6%,0%,i,1%,58%,
O=S(=O)(/N=C/N1CCOCC1)c1ccc(Cl)cc1,-13%,-1%,i,-10%,-2%,
CC(=O)Nc1ccc(S(=O)(=O)NCc2ccc(C(=O)N3CCOCC3)cc2)cc1,-3%,-4%,0.5%,-2%,-12%,
O=S(=O)(Cc1ccccc1)Nn1cnnc1,-3%,1%,i,-5%,-14%,
CCN(CC(=O)Nc1ccc(NC(C)=O)cc1)C(=O)COc1ccccc1-c1ccccc1,.,1%,4.5%,-5%,17%,
COC1=C/C(=C/c2c(O)c(C#N)c3ccccn23)C=CC1=O,-9%,-21%,0.3%,3%,-2%,
CC(/C=C/c1ccccc1)=N\NC(=O)CCc1ccccc1,5%,6%,1.7%,1%,.,
O=C(Nc1ccc(S(=O)(=O)N2CCOCC2)cc1)C1CCN(S(=O)(=O)c2ccc(F)cc2)CC1,4%,-2%,5.2%,7%,18%,

# Screening data as filed in PubChem.
